High-throughput results (PubChem)
bCat nuc transl: alters nuclear translocation of beta-catenin in HeLa cells. nuclear translocation activity, % at 5 µM. immunofluorescence imaging. AID 1665. 190,000 tested, 0.3% active;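 active = nuclear translocation activity above 50% at 5 µM, with a well cell count of 50 or more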;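 note: per-cell ratio of nuclear to cytoplasmic median beta-catenin stain intensity; plate controls were DMSO negative control for no effect and GSK-3 inhibitor IX positive control for full effect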
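Test system: human HeLa cells, native beta-catenin. Compound dosing: 5 µM primary single dose, 0.1% DMSO, 0.02–20 µM confirmation series. Incubation: compound exposure 24 h at 37°C. Detection: beta-catenin immunostaining with DAPI counterstain, 20x imaging, 6 fields/well. Read-out basis: Nuclear/cytoplasmic beta-catenin signal ratio, % activation.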
MT stabilize HCS: microtubule stabilization, imaging screen. HeLa tubulin immunostaining HCS, 24 h; share of cells brighter than vehicle mean+2SD. % tubulin-high responders, % at 10 µM. 200,000 tested, 0.83% active;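 active = plate Z-score above 3 for both tubulin-high and condensed-nucleus cell shares, with cell loss under 80%, at 10 µM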;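 note: anti alpha tubulin signal scored within the nucleus-defined area of each cell; some results filed as inactive read as strong as hits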
Insulin prom up: MIN6 insulin promoter up-regulation; MIN6 insulin promoter-GFP reporter, high-content imaging; active compounds read high; z-score at 5 µM; 190,000 tested, 0.3% active;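 active = z-score above 3 at 5 µM with at least 500 cells counted in the well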
WT yeast gro inh: growth inhibition of WT yeast, mitochondrial fusion screen; mitochondrial fusion phenotypic screen, WT strain; inhibition, % at 10 µM; 190,000 tested, 2.1% active; in the data active = inhibition above about 58%; tested in S. cerevisiae
Yfh1-off respiration: mitochondrial function rescue without frataxin homolog – Friedreich's ataxia, plus single-dose screen, dose response (AID 1465). fold induction at 50 µM; hits with a dose series show EC50 in µM. 220,000 tested, 0.074% active. S. cerevisiae Yfh1-off respiration, WST-1 reduction, 72 h; higher fold induction means a stronger effect;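 active = fold induction of absorbance versus untreated yeast above a set limit, then at least 30% activation at any dose in follow-up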;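 note: activators that raise dye reduction in frataxin-depleted yeast; strong numbers were not always called active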
PMI inhibitors: MPI enzyme activity inhibition – biochemical, fluorescence intensity, coupled assay, primary screen (AID 1209) | inhibition, % at 20 µM, or IC50 in µM where a hit was titrated | 190,000 tested, 0.42% active | purified PMI enzyme, coupled fluorescence intensity; higher % means a stronger effect;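 note: plate controls were DMSO vehicle for no effect and wells lacking substrate for full effect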
Autophagy mod: alters autophagy in cells. calls only at 10 µM (by protocol). 190,000 tested, 0.98% active. MEF GFP-LC3 puncta imaging; test concentration mostly 10 µM. AID 463193;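 active = percentage of spot-positive cells more than 3 SD above its plate mean, without a fluorescence outlier flag or 80% toxicity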;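 note: spot-positive cell cutoff set from DMSO-treated cells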
Dynein cargo inh: dynein cargo transport inhibition. 3617.4 mouse cells, GR-EGFP nuclear translocation imaging; test concentration mostly 20 µM; stimulated with dexamethasone, 1 µM; active compounds read low. z-score, hits read low. 220,000 tested, 0.47% active;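 active = plate z-score of nuclear minus cytoplasmic receptor signal below a set negative limit, without overly bright fluorescence or cell loss, cut at about -3.5 in these data, passing the limit was not always enough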;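 note: z-score of nuclear minus cytoplasmic ring GR-EGFP intensity difference per well; some compounds called inactive have numbers as strong as hits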
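Buffer or medium – tet-free medium with charcoal-stripped serum · Signal – automated 10x imaging of fixed Hoechst-stained cells · Also added – dexamethasone agonist, 1.0 µM final, for 30 min · Incubation – induction 48 h, compound 1 h, agonist 30 min · Read-out – GR-EGFP nuclear translocation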
PMI inhibition: human PMI inhibitors, high substrate, primary screen, biochemical, fluorescence intensity, high mannose 6-phosphate (AID 1220); recombinant PMI enzyme, coupled fluorescence intensity; higher % means a stronger effect; one-dose inhibition, % at 20 µM; IC50 in µM for titrated hits; 190,000 tested, 0.66% active
WT yeast gro inh mutant strain: also measured in WT yeast gro inh; calls as there; inhibition, %; mitochondrial fusion phenotypic screen, mutant strain inhibition
Dynein cargo inh cytoplasmic EGFP: also measured in Dynein cargo inh; calls as there; z-score; measured here: cytoplasmic GR-EGFP intensity; active compounds read high
Dynein cargo inh nuclear GR-EGFP: second read-out of Dynein cargo inh, no call of its own (marks repeat the call); z-score; measured here: nuclear GR-EGFP intensity;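 lower value marks the stronger effect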
Dynein cargo inh cell count: second read-out of Dynein cargo inh, no call of its own (marks repeat the call); z-score; measured here: cell count per field
Insulin prom up cell count: also measured in Insulin prom up; calls as there; cell count; measured here: cytotoxicity, nuclei count;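 total cells summed across four imaged fields per well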
bCat nuc transl cell count 5 µM: further read-out of bCat nuc transl, marked with its call; cell count; measured here: cell count, cytotoxicity flag
MT stabilize HCS Hoechst-high %: recorded beside MT stabilize HCS, whose call it bears; % Hoechst-high responders; measured here: nuclear condensation Hoechst responders;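 share of cells brighter than vehicle mean plus two SD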
MT stabilize HCS cytotoxicity %: also measured in MT stabilize HCS; calls as there; toxicity, %; measured here: cytotoxicity by cell density;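 0% = mean cell density of plate MIN control wells and 100% = no cells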
Autophagy mod cell loss 18 h: also measured in Autophagy mod; calls as there; toxicity, %; measured here: cell loss, nuclei count;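 cell loss after 18 h compound exposure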
* hit, by the source's call; i = inactive; · = not tested or not shown. Cut-off read from the data, not from the text of the source, unless noted: active = inhibition above about 50%; inactive = the rest.

SMILES | bCat nuc transl | bCat nuc transl cell count 5 µM | MT stabilize HCS | MT stabilize HCS Hoechst-high % | MT stabilize HCS cytotoxicity % | Insulin prom up | Insulin prom up cell count | WT yeast gro inh | WT yeast gro inh mutant strain | Yfh1-off respiration | PMI inhibitors | Autophagy mod | Autophagy mod cell loss 18 h | Dynein cargo inh | Dynein cargo inh cytoplasmic EGFP | Dynein cargo inh nuclear GR-EGFP | Dynein cargo inh cell count | PMI inhibition
O=C(Nc1nc2ccccc2[nH]1)c1ccccc1F | -2.1 | 1423 | 3.1 | 3.0 | 3.6 | -0.41 | 1527 | 63 | 65 | i | 1% | i | -18 | -0.81 | -0.17 | -0.18 | 0.71 | 2%
CCC(CC)C(=O)NCc1cccnc1 | -4.2 | 1087 | 2.6 | 3.5 | 8.6 | 0.38 | 1549 | 0 | -1 | i | -2% | i | -6 | 1.8 | -0.31 | 1.3 | -0.57 | -1%
CCC(CC)C(=O)NCCNC(=O)C(CC)CC | -0.5 | 975 | 3.8 | 2.5 | 8.1 | -0.34 | 1319 | 5 | 12 | i | 9% | i | -12 | -0.78 | -0.26 | -0.39 | 1.1 | -2%
CCOc1cc(/C=C(\C#N)C(N)=O)ccc1OS(=O)(=O)c1ccccc1 | -2.2 | 1147 | 4.3 | 2.8 | 7.6 | -0.03 | 1355 | -9 | -2 | i | 5% | i | -10 | 0.5 | -0.29 | 0.016 | -0.055 | -4%
Cc1cccc(OCCOCCSc2ncccn2)c1 | -2.6 | 1162 | 2.4 | 2.2 | 8.8 | -0.49 | 1174 | -3 | -6 | i | 10% | i | 39 | -0.52 | -0.1 | -0.24 | 0.3 | 5%
COc1ccc(S(=O)(=O)N(C)C)cc1NC(=O)CSc1nncs1 | -2.7 | 1237 | 4.2 | 0.8 | 8.3 | 0.24 | 1303 | -17 | 9 | i | -2% | i | 6 | -0.38 | 1.2 | 0.0076 | -0.34 | 4%
Cc1cc(C)cc(-n2c(C)c3c(C)nnc(C)c3c2C)c1 | -1.3 | 489 | 6.0 | 3.6 | 10 | -2.1 | 1051 | -6 | -10 | i | 13% | i | -3 | -0.88 | -0.24 | 0.3 | 0.47 | 11%
COc1ccc(/C=C/c2nc(C)c(-c3ccccc3)c(=O)[nH]2)cc1OC | -2.1 | 1145 | 1.7 | 4.0 | 8.7 | 0.8 | 1507 | 7 | 0 | i | 18% | i | 11 | 0.11 | -0.18 | -0.033 | -0.45 | 8%
COc1ccc(/C=N/NC(=O)COc2ccc3ccccc3c2)c(C(=O)O)c1OC | -1.2 | 1188 | 2.9 | 2.3 | 11 | -0.6 | 1485 | 7 | 9 | i | 0% | i | 27 | -0.1 | -0.24 | 0.032 | 0.55 | -3%
C=CCn1c(N)c(C(=O)OCC(C)C)c2nc3ccccc3nc21 | -1.9 | 1182 | 3.8 | 4.6 | 8.3 | -0.9 | 1335 | 66* | -15* | · | 15% | i | 8 | -0.31 | -0.29 | -0.41 | 0.087 | 32%
Cc1ccc(/C=C2/SC(=S)N(CCCC(=O)Nc3ccc(O)cc3)C2=O)cc1 | -1.2 | 1149 | 2.5 | 2.3 | 7.2 | -0.56 | 1382 | 7 | -2 | i | 23% | i | 8 | 0.099 | -0.25 | 0.24 | -0.33 | 22%
O=C(CN(CCN1CCOCC1)C(=O)Cn1nnc(-c2ccc(F)cc2)n1)NC1CCCCC1 | -0.1 | 1138 | 1.9 | 0.5 | 4.0 | 1.9 | 1009 | -10 | -49 | i | -6% | i | 52 | 0.07 | -0.18 | 0.36 | -0.56 | -9%
O=c1cc(CSc2ccc(S(=O)(=O)N3CCCCC3)cn2)nc2sccn12 | -5.7 | 1145 | 4.4 | 1.7 | 3.3 | -0.34 | 1263 | 11 | -2 | i | 8% | i | -50 | -0.1 | -0.36 | 0.21 | -0.33 | 7%
O=C1CN(C(=O)c2ccccn2)c2ccccc2N1 | -2.8 | 1126 | 3.1 | 2.8 | 8.6 | -0.12 | 1164 | -5 | -3 | i | -1% | i | 18 | -1.2 | -0.08 | 0.059 | 0.69 | -4%
CCCCNC(=O)c1ccc(S(=O)(=O)c2ccc(Cl)cc2)c(NC(C)=O)c1 | -0.4 | 1140 | 1.0 | 0.8 | 2.9 | -0.03 | 915 | -15 | -33 | i | 4% | i | 7 | -0.16 | -0.23 | -0.021 | 0.27 | -9%
CN1CCN(C(=O)C2=C[C@H](C(C)(C)C)C[C@H](OCCCCO)O2)CC1 | 0.4 | 1072 | 3.7 | 2.1 | 5.5 | -0.34 | 1390 | 9 | 2 | i | 4% | i | 6 | 0.61 | -0.065 | 0.82 | -1.4 | 0%
CCn1c(SCC(=O)Nc2ccc(Cl)cc2)nc2nc3c(cc2c1=O)CCCC3 | 4.2 | 1141 | 5.5 | 7.0 | 16 | -0.61 | 1481 | 36 | 5 | i | 5% | i | 21 | 0.2 | -0.28 | 0.23 | 0.7 | 8%
CCOc1ccc(Nc2nc(Cc3nnc(SCC(N)=O)o3)cs2)cc1 | · | · | 3.9 | 1.7 | 5.2 | -0.15 | 1208 | -1 | -6 | i | 14% | i | -9 | -0.47 | -0.23 | 0.12 | 0.52 | 8%
N#CC1=C(N)N(c2ccccc2)C2=C(C(=O)CCC2)C1c1cccs1 (stereo unspecified) | -1.1 | 1038 | 5.2 | 1.9 | 8.6 | 0.01 | 1864 | -30 | -9 | i | 22% | i | -2 | 2.9 | 0.27 | 2 | -2.2 | 23%
COc1cc(/C=N/NC(=O)c2cccnc2)ccc1OCC(=O)Nc1ccc(C)cc1 | 3.8 | 978 | 1.8 | 2.3 | 12 | -0.03 | 1317 | -12 | -13 | i | 14% | i | -4 | -0.29 | -0.11 | 0.26 | -0.92 | 8%
NC(=O)c1nn(-c2ccc(Cl)cc2Cl)c(=O)cc1O | -2.6 | 1068 | 2.1 | 2.8 | 4.2 | 0.18 | 1643 | 3 | 0 | i | 8% | i | 3 | -0.32 | -0.24 | -0.14 | -0.67 | 11%
O=C(O)c1ccc(CN2CCCCC2)o1 | -3.8 | 901 | 7.1 | 2.9 | 8.5 | -0.14 | 1241 | 4 | -2 | i | -7% | i | -1 | -0.71 | 0.017 | -0.13 | -0.25 | -9%
Cc1ccc(C)c2c1cc(C)c1nnc(SCC(=O)NCc3ccc4c(c3)OCO4)n12 | -0.4 | 1108 | 3.3 | 0.9 | 8.3 | -0.88 | 1464 | 11 | -6 | i | 2% | i | 10 | 0.53 | -0.25 | 0.33 | -0.36 | 0%
Cc1cc2ccccc2nc1SCC(=O)N1CCCC1 | -6.2 | 1016 | 0.8 | 1.7 | 8.4 | 0.7 | 1215 | -26 | -6 | i | 1% | i | 0 | 0.47 | -0.15 | 0.25 | -0.4 | 2%
O=C(NCc1ccco1)C1CC(c2ccc(F)cc2)=NO1 (stereo unspecified) | -2.2 | 1180 | · | · | · | 0.5 | 1435 | · | · | i | · | · | · | -0.14 | -0.25 | -0.33 | 0.012 | ·
COc1c(C)cc(C(=O)C2CCCN(C(=O)c3ccoc3)C2)cc1C (stereo unspecified) | 0.7 | 989 | 3.5 | 1.6 | 2.7 | 0.04 | 1515 | 5 | 11 | i | 17% | i | 11 | -0.09 | 0.16 | -0.18 | 0.32 | 7%
Nc1c(-c2ccccc2)c(CSc2nc3ccccc3[nH]2)nn1-c1cccc(Cl)c1 | 2.4 | 775 | 3.1 | 1.4 | 1.9 | -0.9 | 883 | 71* | 27* | i | 6% | i | 1 | 1.2 | -0.27 | 0.3 | -0.6 | 7%
Cc1cccc(NC(=O)CSc2nnc(-c3ccncc3)n2C)c1 | -2.8 | 875 | 5.9 | 2.8 | 0.3 | 0.82 | 1296 | -6 | 0 | i | 10% | i | 8 | 1.5 | -0.23 | 1.3 | -1.5 | 9%
O=C(NCc1cccnc1)C(C(=O)c1ccc(F)cc1)n1ccccc1=O (stereo unspecified) | -3.5 | 1185 | 1.3 | 2.2 | 7.6 | -0.17 | 1246 | 2 | -10 | i | 13% | i | -7 | 0.56 | -0.15 | 0.31 | -0.64 | 10%
Cn1c(=O)n(Cc2ccccc2Cl)c2ccccc21 | 0.2 | 924 | 3.9 | 0.7 | 4.5 | 0.15 | 1699 | -7 | -8 | i | 11% | i | 15 | -0.39 | -0.25 | 0.13 | -0.044 | 1%

Among those listed so far, five contain an aryl methoxy group:
SMILES | bCat nuc transl | bCat nuc transl cell count 5 µM | MT stabilize HCS | MT stabilize HCS Hoechst-high % | MT stabilize HCS cytotoxicity % | Insulin prom up | Insulin prom up cell count | WT yeast gro inh | WT yeast gro inh mutant strain | Yfh1-off respiration | PMI inhibitors | Autophagy mod | Autophagy mod cell loss 18 h | Dynein cargo inh | Dynein cargo inh cytoplasmic EGFP | Dynein cargo inh nuclear GR-EGFP | Dynein cargo inh cell count | PMI inhibition
COc1ccc(S(=O)(=O)N(C)C)cc1NC(=O)CSc1nncs1 | -2.7 | 1237 | 4.2 | 0.8 | 8.3 | 0.24 | 1303 | -17 | 9 | i | -2% | i | 6 | -0.38 | 1.2 | 0.0076 | -0.34 | 4%
COc1ccc(/C=C/c2nc(C)c(-c3ccccc3)c(=O)[nH]2)cc1OC | -2.1 | 1145 | 1.7 | 4.0 | 8.7 | 0.8 | 1507 | 7 | 0 | i | 18% | i | 11 | 0.11 | -0.18 | -0.033 | -0.45 | 8%
COc1ccc(/C=N/NC(=O)COc2ccc3ccccc3c2)c(C(=O)O)c1OC | -1.2 | 1188 | 2.9 | 2.3 | 11 | -0.6 | 1485 | 7 | 9 | i | 0% | i | 27 | -0.1 | -0.24 | 0.032 | 0.55 | -3%
COc1cc(/C=N/NC(=O)c2cccnc2)ccc1OCC(=O)Nc1ccc(C)cc1 | 3.8 | 978 | 1.8 | 2.3 | 12 | -0.03 | 1317 | -12 | -13 | i | 14% | i | -4 | -0.29 | -0.11 | 0.26 | -0.92 | 8%
COc1c(C)cc(C(=O)C2CCCN(C(=O)c3ccoc3)C2)cc1C (stereo unspecified) | 0.7 | 989 | 3.5 | 1.6 | 2.7 | 0.04 | 1515 | 5 | 11 | i | 17% | i | 11 | -0.09 | 0.16 | -0.18 | 0.32 | 7%
